Screening results deposited in PubChem BioAssay by Broad Institute.
ERp5 inh – inhibitors of human ERp5. AID 651711. 0.05% of 350,000 active. inhibition, % at 9.99 µM. ERp5 insulin aggregation, absorbance 650 nm, 90 min;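 active = mean replicate inhibition above about 25%, with every replicate also reaching it, limit read from the data, passing the limit was not always enough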
Target sequence (Q15084 whole entry, looked up): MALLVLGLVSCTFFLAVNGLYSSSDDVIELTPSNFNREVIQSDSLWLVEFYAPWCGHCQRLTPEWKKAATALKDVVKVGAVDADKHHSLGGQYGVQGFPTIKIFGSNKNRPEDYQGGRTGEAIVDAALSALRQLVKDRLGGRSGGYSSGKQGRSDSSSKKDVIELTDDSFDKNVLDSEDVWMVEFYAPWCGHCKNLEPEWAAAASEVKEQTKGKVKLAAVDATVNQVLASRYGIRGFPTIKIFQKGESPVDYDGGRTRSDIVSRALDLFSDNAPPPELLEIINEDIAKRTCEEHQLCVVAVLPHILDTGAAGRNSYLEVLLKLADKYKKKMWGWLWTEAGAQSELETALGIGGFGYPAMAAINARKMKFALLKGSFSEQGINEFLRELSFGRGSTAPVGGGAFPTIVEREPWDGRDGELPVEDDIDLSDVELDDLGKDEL
ARNT TACC3 PPI – disruptors of human ARNT/TACC3 interaction. 0.66% of 390,000 active. AlphaScreen His-ARNT PAS-B/GST-TACC3 binding, luminescence; TACC3 fragment carries E629A point mutation. Q9Y6A5. inhibition, % at 9.99 µM. AID 623870;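 active = mean inhibition of replicates at least 50% and at least half of replicates each reaching 50%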;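 note: 0% = complete ARNT plus TACC3 wells and 100% = ARNT alone without TACC3; many hits fall short of the cut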
E-sel inducer – induces E-selectin expression in human endothelial cells | P16581 | HUVEC E-selectin immunofluorescence imaging; normalized: neutral wells 0, TNF-alpha wells 100 | activation, % at 7.58 µM | 0.37% of 260,000 active;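 active = mean E-selectin-positive cell signal at least 10% of the positive control, reached in at least 60% of replicates, without over 20% cell loss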;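 note: in these data hits start at about 27%; measured in HUVEC primary endothelial cells; signal is the percent of cells scored E-selectin positive by PE staining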
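Read-out: % PE-positive cells | Test system: HUVEC | Doses: One compound dose added by pin transfer | Buffer or medium: EGM-2 over gelatin coat | Signal: Immunofluorescence imaging | Benchmarks: TNF-alpha, DMSO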
esBAF inh – SWI/SNF esBAF complex inhibition. mouse ES cells, Bmi1-luciferase knock-in reporter, 24 h; 100% = twice the neutral-well signal. AID 602393. 2% of 350,000 active. reporter increase, % at 12.5 µM; in the data active = activation above about 40%;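 note: 0% = median of the plate's neutral control wells and 100% = double that signal; a rise in the Bmi1 reporter signal indicates esBAF inhibition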
Casp6 inh – inhibitors of human caspase-6. P55212. purified caspase-6, Z-VEID-R110 cleavage fluorescence. inhibition, % at 12.5 µM. 0.53% of 350,000 active. AID 686996;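 active = mean inhibition across replicates at least about 35%, with every replicate also reaching that limit, limit read from the data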;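 note: 0% = median of neutral control wells and 100% = no fluorescence left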
Target sequence (P55212 24-179 limits assumed): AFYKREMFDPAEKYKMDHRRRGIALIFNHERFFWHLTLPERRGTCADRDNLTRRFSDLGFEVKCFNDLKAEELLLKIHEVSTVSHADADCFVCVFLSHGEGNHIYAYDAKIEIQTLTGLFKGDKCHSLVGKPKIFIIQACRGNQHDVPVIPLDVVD
Target sequence (P55212 194-293 limits assumed): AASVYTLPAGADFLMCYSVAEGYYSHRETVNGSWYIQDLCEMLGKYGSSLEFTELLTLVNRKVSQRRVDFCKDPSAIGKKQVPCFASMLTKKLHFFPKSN
PglD inh – inhibitors of Campylobacter jejuni PglD acetyltransferase; purified PglD enzyme, DTNB colorimetric CoA detection; inhibition, % at 12.5 µM; 0.098% of 360,000 active; AID 602405; in the data active = inhibition above about 16%, passing the limit was not always enough; note: strong numbers were not always called active
RAD52 inh – RAD52 (human) annealing inhibition | inhibition, % at 18.7 µM | recombinant RAD52 DNA annealing, FRET fluorescence | 0.46% of 360,000 active | AID 651710 | P43351;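 active = every replicate showing at least 50% inhibition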
RAD54 inh – inhibitors of human RAD54 branch migration. RAD54 Holliday junction branch migration, FAM/BHQ fluorescence. inhibition, % at 10.4 µM. 0.14% of 360,000 active. AID 602329;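 active = mean normalized replicate activity at least 40 and at least half of replicates scoring 40 or more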;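 note: 0% = median of neutral control wells and 100% = median of positive control wells; inhibitors cause a drop in the FAM fluorescence signal; in these data hits start at about 50%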
* marks the source's active call; other numbers are inactive results; i = inactive; . = not tested or not shown.

Second line of a record – RAD54 inh | RAD52 inh | PglD inh | ARNT TACC3 PPI | Casp6 inh | esBAF inh | E-sel inducer | ERp5 inh
COc1ccc(NC(=O)N(C)C[C@H]2OCCCC[C@H](C)Oc3ccc(NS(=O)(=O)c4cccs4)cc3C(=O)N([C@H](C)CO)C[C@@H]2C)cc1
 : 7.6 | -22.7 | -0.5 | . | -0.5 | -2.5 | 0.2 | -1.1
O=C(Nc1ccc(S(=O)(=O)Nc2ncccn2)cc1)C12CC3CC(CC(C3)C1)C2
 : -0.2 | -17.5 | -3.0 | -30.1 | 27.2 | . | -0.8 | -2.4
CCCCn1c(N)c(N(CCOC)C(=O)CN(C)S(=O)(=O)c2ccc(C)cc2)c(=O)[nH]c1=O
 : . | -10.8 | . | -3.3 | 3.3 | . | -0.2 | -0.5
COc1ccc(-c2noc(N3CCC(C(=O)NCc4ccc(Cl)cc4)CC3)n2)cc1
 : -13.2 | -7.0 | 2.6 | 9.3 | -1.8 | 11.1 | . | 7.1
O=C(CN1C(=O)C2CCCCC2C1=O)Nc1cc(C(F)(F)F)ccc1N1CCCC1 (centres undefined)
 : -9.4 | -0.2 | 8.2 | -2.4 | 0.2 | -4.3 | 1.1 | 8.2
CO[C@H]1CN(C)C(=O)c2cc(NC(=O)C3CCCCC3)ccc2OC[C@@H](C)N(Cc2nccs2)C[C@H]1C
 : 3.7 | 4.1 | -2.3 | -2.6 | 3.4 | 12.1 | 0.0 | 3.4
Cc1ccc(S(=O)(=O)N2CCCCC2)cc1NC(=O)c1ccc2c(c1)OCO2
 : . | -7.3 | . | 4.3 | -1.1 | . | . | 3.1
CO[C@@H]1CN(C)C(=O)c2ccc(NS(=O)(=O)c3cccc(F)c3)cc2OC[C@@H](C)NC[C@H]1C
 : 0.9 | -0.7 | -1.8 | 1.1 | 1.8 | -4.8 | -0.2 | -4.8
CN(C)S(=O)(=O)c1cccc(NC(=O)COc2cccc3ccccc23)c1
 : -6.4 | -18.8 | -0.5 | 3.8 | -3.2 | -3.4 | 0.3 | 2.8
COc1ccc(CCc2nnc(CCC(=O)NCc3cnc4ccccn34)o2)cc1
 : . | -1.3 | . | -3.2 | -6.4 | . | . | -2.5

(continued)
Second line of a record – RAD54 inh | RAD52 inh | PglD inh | ARNT TACC3 PPI | Casp6 inh | esBAF inh | E-sel inducer | ERp5 inh
O=C(c1ccc(S(=O)(=O)NCC2CCCO2)cc1)N1CCN(c2cccc(Cl)c2)CC1 (centres undefined)
 : . | -13.7 | . | 1.1 | 0.7 | . | 0.5 | -9.8
CSc1nnc2c(n1)OC=Nc1ccccc1-2
 : -5.3 | . | 5.8 | 6.0 | . | 2.1 | . | .
OCC(O)C(O)C(O)C(O)C1NCCS1 (centres undefined)
 : -196.4 | -13.8 | -4.4 | 11.9 | -3.6 | -5.3 | . | 3.8
C=CCNC(=O)NC(=O)COC(=O)[C@H](C)NS(=O)(=O)c1c(C)c(C)cc(C)c1C
 : . | -0.7 | . | -2.7 | -0.8 | . | 0.3 | 0.5
Cn1c(=O)c2c(nc(CN3CCN(C(c4ccccc4)c4ccccc4)CC3)n2CC(N)=O)n(C)c1=O
 : -16.0 | -3.6 | 5.7 | . | -6.0 | 1.0 | . | -4.5
CC1=C(C(=O)N(C)C)CC(CC(=O)NCCc2ccccn2)C(=O)N1CCC1=CCCCC1 (centres undefined)
 : -3.7 | -5.6 | 3.3 | . | -2.0 | 2.2 | -0.2 | -4.5
CC1CCCC(NC(=O)C2CCN(S(=O)(=O)N3CCCCC3)CC2)C1C (centres undefined)
 : . | -6.5 | . | -5.4 | . | . | 0.5 | 1.2
NN=C1C(=O)c2cccc3cccc1c23
 : 6.3 | -4.6 | 2.6 | -5.9 | 7.1 | -5.5 | -0.1 | 4.0
COc1nnc(-c2ccc(N3CCCCC3)c(NC(=O)COc3ccccc3)c2)c2ccccc12
 : . | -6.7 | . | 5.2 | 5.1 | . | 2.2 | 1.3
Cc1ccnc(SCc2cc(=O)c(OC(=O)c3cccs3)co2)n1
 : 0.8 | -16.7 | 3.3 | 4.7 | 5.2 | 3.4 | -0.1 | -1.8

(continued)
Second line of a record – RAD54 inh | RAD52 inh | PglD inh | ARNT TACC3 PPI | Casp6 inh | esBAF inh | E-sel inducer | ERp5 inh
CCOc1ccccc1NC(=O)COC(=O)Cc1cccs1
 : -0.2 | 10.9 | . | -5.3 | 1.2 | . | -0.1 | -3.4
Cc1ccc(C(CC(=O)NCCCN(C)C)c2ccc(OC(C)C)cc2)cc1 (centres undefined)
 : -3.8 | 8.0 | -4.1 | -5.8 | -6.0 | . | 0.7 | 2.3
CCNC(=S)N1CCN(c2ccccn2)CC1
 : . | -11.1 | . | -2.1 | -2.4 | . | . | -2.7
Cc1cc(NS(=O)(=O)c2ccc(NC(=O)NC3CCCCC3)cc2)no1
 : 1.4 | -3.7 | -2.8 | -3.7 | 4.5 | -2.4 | . | 0.9
CC1CN(C(=O)COc2ccc3ccccc3c2Br)CC(C)O1 (centres undefined)
 : 0.9 | 0.4 | 1.1 | -8.5 | 5.0 | . | -0.3 | 1.5
O=C(Nc1ccc(F)cc1)C1CCCCC1
 : 0.6 | . | -3.9 | 4.3 | . | -2.5 | . | .
COc1ccc(OC)c(NC(=O)COC(=O)Cc2ccsc2)c1
 : -3.5 | -6.9 | -0.8 | -4.4 | 1.3 | 1.6 | 0.0 | 4.1
CC1(C(=O)NS(=O)(=O)Cc2cccc(Cl)c2)CCN1C(=O)c1cccc(F)c1 (centres undefined)
 : -7.4 | -10.3 | -0.7 | . | -0.8 | 3.8 | 0.3 | 2.2
CN1CCN(C(=O)C[C@@H]2CC[C@H]3[C@@H](COC[C@H](O)CN3S(=O)(=O)c3cccc(Cl)c3)O2)CC1
 : 0.1 | -7.1 | 9.8 | -15.1 | 1.2 | -1.0 | 0.0 | 6.5
Cn1cnc(CCNC(=O)C[C@@H]2CC[C@H]3[C@@H](COC[C@@H](O)CN3C(=O)C3CC3)O2)c1
 : -5.3 | -1.8 | 0.1 | 1.0 | 0.1 | 1.8 | -0.1 | -1.0

Part of the list above, reformatted.
Cc1cc(NS(=O)(=O)c2ccc(NC(=O)NC3CCCCC3)cc2)no1
  RAD54 inh: 1.4	RAD52 inh: -3.7	PglD inh: -2.8	ARNT TACC3 PPI: -3.7	Casp6 inh: 4.5	esBAF inh: -2.4	E-sel inducer: .	ERp5 inh: 0.9
CC1CN(C(=O)COc2ccc3ccccc3c2Br)CC(C)O1 (centres undefined)
  RAD54 inh: 0.9	RAD52 inh: 0.4	PglD inh: 1.1	ARNT TACC3 PPI: -8.5	Casp6 inh: 5.0	esBAF inh: .	E-sel inducer: -0.3	ERp5 inh: 1.5
O=C(Nc1ccc(F)cc1)C1CCCCC1
  RAD54 inh: 0.6	RAD52 inh: .	PglD inh: -3.9	ARNT TACC3 PPI: 4.3	Casp6 inh: .	esBAF inh: -2.5	E-sel inducer: .	ERp5 inh: .
COc1ccc(OC)c(NC(=O)COC(=O)Cc2ccsc2)c1
  RAD54 inh: -3.5	RAD52 inh: -6.9	PglD inh: -0.8	ARNT TACC3 PPI: -4.4	Casp6 inh: 1.3	esBAF inh: 1.6	E-sel inducer: 0.0	ERp5 inh: 4.1

(cont.)
Second line of a record – RAD54 inh | RAD52 inh | PglD inh | ARNT TACC3 PPI | Casp6 inh | esBAF inh | E-sel inducer | ERp5 inh
CCOC(=O)C1Nc2ccccc2C2C(O)C(O)CC12 (centres undefined)
 : i | -378.3 | 1.6 | 33.7 | 24.0 | 1.9 | -0.1 | -3.1
CS(=O)(=O)c1ccc(Cl)c(NC(=O)c2ccc(-n3cncn3)c([N+](=O)[O-])c2)c1
 : 3.6 | -1.5 | -0.1 | . | 2.3 | -5.9 | 4.5 | -1.8
CC(C)OCc1c(C(=O)Nc2nccs2)oc2ccccc12
 : 4.9 | -20.1 | 0.3 | -5.0 | 4.2 | -9.0 | -1.6 | -6.4
C[C@H](CO)N1C[C@H](C)[C@H](CN(C)CC2CC2)Oc2ncc(-c3ccc(F)cc3)cc2C1=O
 : -2.4 | 4.6 | -1.4 | -2.1 | 1.7 | -8.3 | -0.5 | -1.2
COc1ccccc1NC(=O)c1ccc(N)cc1
 : 0.2 | -8.4 | 1.2 | -21.5 | 1.4 | 20.7 | . | 2.1
